From PubChem BioAssay
EPAC1 antag: blocks human EPAC1 exchange factor; EPAC1 GEF assay, Rap1b-BODIPY-GDP exchange fluorescence; Potency, µM (series often up to 115 µM), without a hit: at the top dose activity change, negative = inhibition, hits mostly inhibitors; hit rate 0.14% among 360,000;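 note: potency is the fitted concentration of half-maximal effect; plate controls were vehicle for no effect and positive control for full effect; nearly all actives have a fitted effect of over 50% in size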
Target sequence (O95398 whole entry, looked up): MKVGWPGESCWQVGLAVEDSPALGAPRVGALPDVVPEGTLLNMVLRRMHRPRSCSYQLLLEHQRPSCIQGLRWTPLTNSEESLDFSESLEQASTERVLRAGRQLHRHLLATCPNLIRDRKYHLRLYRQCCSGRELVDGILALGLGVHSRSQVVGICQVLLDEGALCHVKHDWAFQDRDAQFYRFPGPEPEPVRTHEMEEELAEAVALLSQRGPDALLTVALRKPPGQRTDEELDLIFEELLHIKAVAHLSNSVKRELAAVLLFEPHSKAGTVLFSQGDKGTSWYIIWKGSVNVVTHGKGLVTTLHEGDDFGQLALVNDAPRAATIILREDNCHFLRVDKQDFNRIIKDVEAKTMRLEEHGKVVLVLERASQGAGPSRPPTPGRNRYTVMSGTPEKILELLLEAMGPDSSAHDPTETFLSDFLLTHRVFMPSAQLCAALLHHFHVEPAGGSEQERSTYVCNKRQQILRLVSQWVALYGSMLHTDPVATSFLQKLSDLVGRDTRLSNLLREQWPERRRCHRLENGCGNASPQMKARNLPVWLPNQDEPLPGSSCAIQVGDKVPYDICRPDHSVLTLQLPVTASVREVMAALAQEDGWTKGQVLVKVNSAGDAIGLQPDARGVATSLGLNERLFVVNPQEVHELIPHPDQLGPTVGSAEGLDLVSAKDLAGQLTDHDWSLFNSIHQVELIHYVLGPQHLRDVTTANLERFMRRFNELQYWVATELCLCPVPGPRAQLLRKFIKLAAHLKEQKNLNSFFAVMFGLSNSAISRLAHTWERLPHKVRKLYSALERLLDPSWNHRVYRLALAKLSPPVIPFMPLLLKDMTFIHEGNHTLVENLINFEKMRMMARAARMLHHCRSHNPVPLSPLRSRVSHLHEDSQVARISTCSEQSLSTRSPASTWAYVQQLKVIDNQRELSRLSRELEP
Abeta yeast res: A-beta toxicity reversal in yeast. Potency, µM (titrated, usually from 46.1 µM), without a hit: at the highest dose growth rescue, usual class: activators. AID 1347071. yeast expressing A-beta42, growth rescue, OD600, 48 h; response scale: 0% DMSO, 100% iron-clioquinol control. hit rate 0.063% among 410,000; note: potency is the fitted concentration of half-maximal effect; nearly all actives have a fitted effect of over 55% in size
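Growth rescue measured by 600 nm absorbance after 48 h yeast culture at 30 C with compound. Values normalized between DMSO and an equimolar ferric chloride plus clioquinol control.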
FUS yeast rescue: rescues growth of FUS-expressing yeast | S. cerevisiae FUS-expressing, growth rescue, OD600, 24 h | Potency, µM (top dose mostly 76.6 µM), without a hit: top-dose growth rescue (activation), hits mostly activators | hit rate 0.24% among 390,000 | AID 1347120;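 note: potency is the fitted concentration of half-maximal effect; plate controls were DMSO vehicle for no effect and reference control for full effect; nearly all actives have a fitted effect of over 55% in size; some results filed as inactive show a strong effect at the top dose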
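Steps: raffinose overnight preculture; dilution to OD 0.005 in 2% galactose minimal medium; compound addition (concentration series); 24hr at 30C, 99% humidity; absorbance read at 600 nm.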
EPAC1 agonist: agonists of human EPAC1; EPAC1 agonist qHTS, biochemical assay; response scale: 100% = response to 6.5 mM cAMP; Potency, µM (highest dose often 154 µM), without a hit: at the top dose activation, most hits filed as activators; hit rate 0.073% among 360,000; O95398; AID 720707; note: potency is the fitted concentration of half-maximal effect; nearly all actives have a fitted effect of over 60% in size
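Multi-concentration qHTS readout: loss of Rap1B-bound BODIPY-GDP fluorescence driven by 100 nM EPAC1 with excess GDP (50 uM), monitored kinetically at room temperature; agonist response expressed relative to 6.5 mM cAMP.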
PLK1 PBD block: inhibitors of human PLK1 polo-box domain binding | hit rate 2.8% among 360,000 | Plk1 PBD binding of FITC phosphopeptide, fluorescence polarization | Potency, µM, without a hit: max response, negative = inhibition, most hits filed as inhibitors | P53350; note: potency is the fitted concentration of half-maximal effect; series mostly up to about 57 µM; % is set by controls: 0 for no effect and ±100 for the full control effect; nearly all actives have a fitted effect of over 65% in size
PI5P4Ka inh: inhibitors of human PI5P4K alpha | AID 652105 | max response, % | PI5P4Kalpha enzyme, ADP-Glo luminescence, 60 min; active compounds read low | P48426 | hit rate 1.2% among 330,000; active = max response of -50% or lower; inconclusive = between -30% and -50%; inactive = -30% or higher; note: value at the top dose of about 77 µM; % is set by controls: 0 for no effect and ±100 for the full control effect
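Single end-point luminescence (ADP-Glo) quantified ADP from PI5P4Kalpha turnover; ATP 5 microM final, 1 h at RT, 0.1% CHAPS and 0.28 mM EGTA in HEPES pH 7.4.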
IL2 activator: IL-2 activation | IL-2 activation reporter assay, cell-based qHTS; stimulated with anti-CD3/CD4/CD28 beads; in transgenic mouse T cells | activation, % (series mostly up to about 46 µM) | hit rate 0.065% among 360,000; in the data active = activation above about 50%; inconclusive = mostly about 30% to 49%; note: 0% is about no effect
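First, unstimulated transgenic mouse T cells were exposed to compound for 60 min. Next, anti-CD3/anti-CD4-coated beads with anti-CD28 were added. Finally, after 18 h at 37 degrees C, EGFP and DsRed were imaged.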
WRN inhibitor: WRN helicase (human) inhibition | WRN helicase unwinding, fluorescent forked duplex, kinetic | Potency, µM (titrated, usually from 114 µM), for the others: top-dose activity change, negative = inhibition, actives largely listed as inhibitors | Q14191 | hit rate 0.46% among 360,000 | AID 651768; note: potency is the fitted concentration of half-maximal effect; % is set by controls: 0 for no effect and ±100 for the full control effect; nearly all actives have a fitted effect of over 55% in size
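Fluorescence dequenching readout, ex 525 nm/em 598 nm, kinetic mode: forked duplex DNA (100 nM final) with adjacent fluorophore and quencher unwound by WRN (20 nM final) with 2 mM ATP. Compound preincubation 15 min, room temperature.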
Active calls of the source: *; ? = inconclusive; / = no result given; [ ] = remark or other dose. Unless noted, calls come from the whole dose curve; as a rule, active = well fitted curve in the direction sought with a large enough effect; inconclusive = small, poorly fitted or top-dose-only effect, or another doubt; inactive = no such curve, though single readings can be large; an effect the other way counts as inactive or inconclusive.

1. COc1ccccc1NC(=O)CSc1nnc(CCC(=O)Nc2ccccc2F)n1C
2. O=C(O)c1ccccc1C(=O)NNc1ccc(F)cc1F
3. COc1ccc(-n2nnnc2-c2nc3ccccc3s2)cc1
4. CCCCOC(=O)Cn1cnc2ccc(Br)cc2c1=O
5. COc1ncccc1-c1cc2nc(NCCCN(C)C)n(C)c(=O)c2s1
Assay by compound | 1 | 2 | 3 | 4 | 5
EPAC1 antag | 4% | -6% | 1% | 0% | -3%
Abeta yeast res | 3% | 12% | 25% | -6% | -4%
FUS yeast rescue | 0% | -19% | / | 8% | -15%
EPAC1 agonist | 8% | 14% | 0% | -1% | -4%
PLK1 PBD block | -4% | -14% | 5% | -2% | -10%
PI5P4Ka inh | 1 | -6 | 12 | / | 0
IL2 activator | -0.3 | 1.4 | 3.0 | -2.1 | -0.3
WRN inhibitor | -3% | 10% | -10% | 7% | -6%

6. Cc1cc(=O)oc2c(C)c(OCC(=O)NCCc3ccc(S(N)(=O)=O)cc3)ccc12
7. O=C(NCCc1ccccc1)C1CCN(Cc2cccc3ccccc23)CC1
8. Cc1cc([N+](=O)[O-])nn1Cc1ccccc1F
9. CC(C)(C)NC(=O)C1N(c2cccnc2)C(=O)C2C(C(=O)Nc3ccccc3F)C3(C)C=CC21O3 (stereo not given)
10. COc1ccccc1OCC(=O)Nc1ccccc1C(=O)NCc1ccco1
Assay by compound | 6 | 7 | 8 | 9 | 10
EPAC1 antag | 7% | 0% | 9% | 3% | 0%
Abeta yeast res | -16% | 10% | -1% | 4% | 8%
FUS yeast rescue | ? | 13% | 24% | 11% | -6%
EPAC1 agonist | -1% | -4% | -3% | 13% | 2%
PLK1 PBD block | -12% | -4% | 0% | -4% | -7%
PI5P4Ka inh | -4 | 0 | / | / | 5
IL2 activator | 1.0 | -0.4 | -2.2 | -2.0 | 0.6
WRN inhibitor | 0% | 4% | -4% | -6% | 0%

11. CC(=O)Nc1cc2c(cc1[N+](=O)[O-])-c1ccc(F)cc1C2
12. CCOc1ccccc1C(=O)NCC(=O)NNC(=O)c1csc(N2CCOCC2)n1
13. O=C(O)C1CC1c1ccc(Br)cc1 (stereo not given)
14. C=CCn1c(=O)c(C(=O)Nc2ncccc2O)c(O)c2ccccc21
15. COc1ccc(C2C(C(=O)NCC3CCCO3)c3cc(OC)c(OC)cc3C(=O)N2C)cc1OC (stereo not given)
Assay by compound | 11 | 12 | 13 | 14 | 15
EPAC1 antag | 10% | -8% | 2% | -5% | 0%
Abeta yeast res | -10% | 6% | -76%[inhibitor] | -42%[inhibitor] | 10%
FUS yeast rescue | / | -29% | 0% | 6% | 22%
EPAC1 agonist | -1% | -12% | 2% | 11% | 0%
PLK1 PBD block | 10% | 1% | -10% | -22% | -5%
PI5P4Ka inh | 18 | -7 | 1 | 2 | 1
IL2 activator | -2.1 | -3.6 | -0.5 | 0.4 | 3.4
WRN inhibitor | -2% | 8% | 3% | -6% | 1%

16. O=C(CCC(=O)N(CC(=O)NC1CCCCC1)Cc1ccc(F)cc1)Nc1nccs1
17. CC(=O)Oc1cc2c(C(C)=O)coc2c2ccccc12
18. CCOc1ccc(NC(=O)CN(C)C(=O)C2CCCC2)cc1OCC
19. CC(=O)N1CCN(C(=O)c2cc(C)oc2C)CC1
20. CC(=O)Nc1ccc(S(=O)(=O)NCc2nc(-c3ccccc3Cl)no2)cc1
Assay by compound | 16 | 17 | 18 | 19 | 20
EPAC1 antag | 20% | 5% | 1% | 10% | -23%
Abeta yeast res | -14% | 7% | 8% | -1% | 2%
FUS yeast rescue | -4% | -15% | -24% | 0% | 10%
EPAC1 agonist | -7% | -7% | 11% | -11% | -4%
PLK1 PBD block | -4% | -8% | -5% | -7% | -2%
PI5P4Ka inh | 2 | 1 | -1 | 0 | 6
IL2 activator | -1.0 | 1.7 | -0.6 | 0.5 | -1.4
WRN inhibitor | 1% | 2% | 1% | 6% | -8%

21. Cc1ccc2nc(C3CCCCC3)c(Cc3cccc(F)c3)n2c1
22. OC1(C#CCN2CCCC2)c2ccccc2-c2ccccc21
23. COC(=O)c1sccc1NC(=O)CN1CCN(c2ccc(F)cc2)CC1
24. Cc1ccc2cc(C(c3nnnn3C(C)(C)C)N3CCCCCC3)c(=O)[nH]c2c1 (stereo not given)
25. CC(=O)c1cccc(NC(=O)CCn2c(=O)oc3ccccc32)c1
Assay by compound | 21 | 22 | 23 | 24 | 25
EPAC1 antag | -8% | 1% | ? | 10% | 13%
Abeta yeast res | -1% | 3% | -6% | 22% | -4%
FUS yeast rescue | -3% | 11% | 31% | 5% | -11%
EPAC1 agonist | 11% | 12% | 2% | 6% | 14%
PLK1 PBD block | -5% | -3% | -5% | -2% | -4%
PI5P4Ka inh | 0 | 7 | 14 | / | 4
IL2 activator | -0.8 | 0.8 | -0.6 | 1.5 | -0.6
WRN inhibitor | -5% | -4% | -7% | -1% | 2%

26. COc1ccc(C(C)=O)cc1Cn1c(C)c(C(=O)NCc2cccc(C(F)(F)F)c2)sc1=O
27. Cc1nc2nc(-c3ccccc3)nn2c(C)c1C
28. COc1cc(C(=O)NCC(c2cccs2)N2CCOCC2)ccc1OCc1ccc(Cl)cc1 (stereo not given)
29. CC1CCN(C(=O)Cn2cc([N+](=O)[O-])ccc2=O)c2ccccc2S1 (stereo not given)
30. COc1ccccc1NC(=O)c1ccc(C(=O)Nc2ccccc2OC)nc1
Assay by compound | 26 | 27 | 28 | 29 | 30
EPAC1 antag | -8% | -6% | -9% | -4% | 8%
Abeta yeast res | 18% | -9% | 11% | ? | 6%
FUS yeast rescue | 7% | -9% | 42% | -11% | -11%
EPAC1 agonist | -4% | -8% | 11% | 9% | -11%
PLK1 PBD block | -9% | -3% | -3% | -5% | -9%
PI5P4Ka inh | 11 | -4 | -6 | 8 | -3
IL2 activator | -0.8 | 1.5 | -3.0 | 0.4 | -1.1
WRN inhibitor | 2%[57.1 µM] | -5% | -10% | -5% | 12%

31. CCn1nc(C)c(/C=N/NC(=O)c2ccc3c(c2)c(C)c(C)n3Cc2ccccc2)c1C
32. O=C(Cc1cccs1)NCCc1ccc(F)cc1
33. CCOC(=O)CNC(=O)CSc1nc(C(C)C)nc2c1cnn2-c1ccccc1
34. CC(=O)N1c2ccc(S(=O)(=O)NC(CC(=O)O)c3ccc(Br)cc3)cc2CC1C (stereo not given)
35. COc1ccc(NC(=O)COc2ccccc2)cc1Cl
Assay by compound | 31 | 32 | 33 | 34 | 35
EPAC1 antag | -20% | 6% | -7% | -6% | -2%
Abeta yeast res | 1% | -2% | -2% | 5% | 0%
FUS yeast rescue | 11µM* | -6% | -5% | 12% | 6%
EPAC1 agonist | 17% | 2% | 6% | 0% | 12%
PLK1 PBD block | -13% | -8% | -1% | 27µM* | -6%
PI5P4Ka inh | 6 | -16 | 3 | -20 | 0
IL2 activator | -1.1 | 0.2 | -1.0 | 1.5 | -0.1
WRN inhibitor | -19% | -30% | 8% | -5% | -28%

36. COc1ccc(NC(=O)C(=O)c2cn(CC(=O)N3CCCC3)c3ccccc23)cc1OC
37. CC(C)n1c(N2CCN(C(=O)Nc3ccc(F)cc3F)CC2)nc2ccccc21
38. CCCS(=O)(=O)N1CCCC(C(=O)NCCCOC(C)C)C1 (stereo not given)
39. O=C(NC(=S)Nc1ccccc1N1CCCCC1)c1ccc(F)cc1
40. Cc1cc(C(=O)COC(=O)c2ccc(O)cc2O)c(C)n1-c1ccccc1
Assay by compound | 36 | 37 | 38 | 39 | 40
EPAC1 antag | -9% | 6% | 10% | 1% | -10%
Abeta yeast res | 11% | 13% | 0% | 2% | 3%
FUS yeast rescue | / | 4% | -9% | / | /
EPAC1 agonist | 6% | 5% | 1% | 17% | 13%
PLK1 PBD block | -3% | -3% | -6% | -5% | 5%
PI5P4Ka inh | 8 | 3 | 0 | 22 | -13
IL2 activator | -2.2 | -2.0 | 1.1 | -3.4 | -7.8
WRN inhibitor | -35% | -6% | 6% | -19% | -15%

41. Cc1ccc(NC(=O)COc2cccc3ccc(C)nc23)c(Br)c1
42. O=C(O)CC(NC(=O)c1ccco1)c1ccco1 (stereo not given)
43. CN(C)c1ccc(CNC(=O)CN2C(=O)COc3ccc(S(=O)(=O)N4CCCC4)cc32)cc1
44. Cc1ccc(-n2c(-c3ccc(Cl)cc3)c[n+]3c2CCC3)cc1
45. O=C(CCc1nnc(CCCCc2ccccc2)o1)N(CCO)Cc1ccccc1
Assay by compound | 41 | 42 | 43 | 44 | 45
EPAC1 antag | -21% | -25% | 10% | -4% | 0%
Abeta yeast res | -3% | 7% | 7% | 1% | 11%
FUS yeast rescue | 8% | -27% | -1% | -19% | 28%
EPAC1 agonist | -7% | 1% | 8% | -9% | -5%
PLK1 PBD block | -15% | -4% | -13% | 2% | 2%
PI5P4Ka inh | 1 | -4 | 4 | -4 | 5
IL2 activator | -5.5 | -0.6 | -0.1 | -4.9 | -2.3
WRN inhibitor | -8% | 10% | -5% | 6% | 1%

46. CCn1c(=O)[nH]c2cc(C(=O)N3CCN(c4ccccc4)CC3)ccc2c1=O
47. Cc1cc(N2CCCCC2)nc(SCC(=O)c2ccccc2)n1
48. CCCOc1ccc(N2CC(C(=O)Nc3ccccc3OC)CC2=O)cc1 (stereo not given)
49. Cc1ccc(-n2nnnc2SCC(=O)N2CCc3ccccc3C2)cc1
50. CN[C@H]1CCc2cc(OC)c(OC)c(OC)c2-c2ccc(N(C)CC(OC)OC)c(=O)cc21
51. COc1ccc(OCCN(C)Cc2c(O)ccc3ccccc23)cc1
52. Cc1ccc(NNC(=O)c2cc(C)on2)c(C)c1
Assay by compound | 46 | 47 | 48 | 49 | 50 | 51 | 52
EPAC1 antag | 9% | -3% | -18% | 3% | -10% | 3% | -4%
Abeta yeast res | -10% | 5% | 9% | -11% | -8% | -1% | 9%
FUS yeast rescue | 4% | 12% | 15% | 21% | 3% | 15% | -2%
EPAC1 agonist | 1% | 15% | 1% | 11% | -10% | 22% | 4%
PLK1 PBD block | -15% | -12% | -3% | 5% | -6% | 8.4µM* | -11%
PI5P4Ka inh | / | 0 | 5 | / | 4 | 0 | -5
IL2 activator | -4.0 | -2.4 | -1.4 | 1.9 | 1.3 | -0.9 | -1.4
WRN inhibitor | 4% | 4% | -7% | -9% | 3% | -16% | 1%

Part of the list above, showing only Abeta yeast res and EPAC1 antag.
item	mol	Abeta yeast res	EPAC1 antag
46	CCn1c(=O)[nH]c2cc(C(=O)N3CCN(c4ccccc4)CC3)ccc2c1=O	-10%	9%
47	Cc1cc(N2CCCCC2)nc(SCC(=O)c2ccccc2)n1	5%	-3%
48	CCCOc1ccc(N2CC(C(=O)Nc3ccccc3OC)CC2=O)cc1 (stereo not given)	9%	-18%
